Screening results: PubChem, several laboratories
aSyn 5UTR inh: 5' untranslated region of α-synuclein, MLPCN primary screen | AID 1813 | 0.82% of 300,000 active | inhibition, % (tested at 7.5 µM) | alpha-synuclein 5'UTR reporter, inhibitor activity; in the data active = inhibition above about 60%;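 note: H4 neuroglioblastoma cells stably carrying SNCA 5'UTR luciferase fusion; 0% = DMSO wells and 100% = positive control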
PolyA inh: blocks polyadenylation in yeast reporter cells | calls only at 12 µM | S. cerevisiae SKY197-pL101 polyadenylation reporter, beta-gal luminescence; efflux-impaired pdr1/pdr3 knockout yeast; score 100 = 6 SD above DMSO | 0.02% of 300,000 active | AID 1875;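 active = lowest replicate activity score at least 50, where 100 means six control SD above control mean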;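 note: yeast exposed to compound for 9 h at 30 °C; higher score means more reporter readthrough which indicates perturbed polyadenylation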
IEC-6 tox: IEC-6 cytotoxicity, counter-screen for KLF5 inhibitors. luminescence viability. inhibition, % at 5 µM. 0.78% of 290,000 active. AID 1825; in the data active = inhibition above about 22%;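 note: 0% = plate median of test compound wells and 100% = cytotoxic reference compound wells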
KLF5 inhibitor: suppresses KLF5 promoter-driven expression; DLD-1 KLF5 promoter-luciferase reporter, luminescence; 0.23% of 290,000 active; AID 1700; inhibition, % at 5 µM;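 active = inhibition above a per-plate limit of that plate's mean compound inhibition plus 3 SD, cut at about 60% in these data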;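 note: 0% = DMSO wells and 100% = LY294002 at 200 µM; higher means less KLF5 promoter-driven luciferase light; inactives centre near -14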
GSK3beta inhib: blocks human GSK3beta kinase activity; P49841; GST-GSK3beta kinase, ADP-Glo luminescence, 60 min; active compounds read low; activity score (negative = inhibition), % at 10 µM; 0.038% of 300,000 active; AID 2097;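 active = more than half of replicate wells score below -50%, meaning over 50% inhibition versus plate controls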;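 note: 0% = median DMSO wells and -100% = median GW8510 positive control wells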
Target sequence (P49841 whole entry, looked up): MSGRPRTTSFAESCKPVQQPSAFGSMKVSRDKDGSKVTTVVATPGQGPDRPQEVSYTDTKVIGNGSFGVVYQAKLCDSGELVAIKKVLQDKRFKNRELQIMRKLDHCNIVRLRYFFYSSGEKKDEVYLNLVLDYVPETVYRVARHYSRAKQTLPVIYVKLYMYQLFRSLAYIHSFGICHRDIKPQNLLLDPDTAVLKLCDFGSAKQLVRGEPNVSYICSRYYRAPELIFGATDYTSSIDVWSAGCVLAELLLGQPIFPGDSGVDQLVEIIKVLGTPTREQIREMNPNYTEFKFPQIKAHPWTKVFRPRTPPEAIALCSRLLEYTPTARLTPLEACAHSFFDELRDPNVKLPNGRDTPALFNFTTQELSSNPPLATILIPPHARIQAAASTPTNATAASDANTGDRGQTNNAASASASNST
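Assay system: GST-fused GSK3beta enzyme, cell-free / Medium: Tris pH 7.5 buffer with MgCl2, DTT, BSA, heparin / Also added: peptide substrate plus 25 µM ATP (final) / Compound: 10 µM single point / Timing: kinase reaction with compound 60 min at room temperature / Detection: ADP-Glo luminescence / Benchmarks: DMSO neutral wells and GW8510 at 20 µM as positive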
HSF-1 act: increases HSF-1 driven luciferase reporter signal; 1.7% of 300,000 active; activation, % at 9 µM; NIH3T3-HGL HSF-1 luciferase reporter, MG132, 8 h; 100% = twice DMSO control signal;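 active = mean replicate activation of at least 50% with a set share of replicates each reaching 50%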;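 note: 0% = median of the neutral control wells and 100% = twice that signal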
HSF1 inhib: HSF1 inhibition; NIH3T3-HGL HSE-luciferase, MG132-induced, luminescence 8 h; active compounds read low; activity change, negative = inhibition, % at 7.5 µM (by protocol); 0.77% of 300,000 active; AID 2098;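 active = more than half of replicate wells show activity change below -50%, luminescence cut by over half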;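 note: luciferase reports HSF-1 transcriptional activity via heat shock element; 0% = median of DMSO wells and -100% = zero luminescence signal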
AI-2 QS mod: modulators of Vibrio harveyi AI-2 quorum sensing system. Vibrio harveyi JMH597 AI-2 luminescence/OD600 ratio, 9 h; active compounds read low; strain lacks LuxN and CqsS sensors; 0 = neutral-control median. activity change, % at 7.5 µM. 0.4% of 300,000 active. AID 2094; in the data active = activity change below about -75%, passing the limit was not always enough;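 note: luminescence divided by OD600 gain over 9 h not by final OD600 alone; inactives centre near 13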
GSK3A inh: human GSK-3 alpha kinase inhibition | P49840 | ADP-Glo luminescence, 60 min | inhibition, % at 10 µM | 0.1% of 320,000 active | AID 2650;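 in the data active = inhibition above about 50%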;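 note: GST-tagged GSK-3 alpha with peptide substrate and 25 µM ATP; 0% = DMSO neutral wells and 100% = GW8510 positive control wells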
Target sequence (P49840 whole entry, looked up): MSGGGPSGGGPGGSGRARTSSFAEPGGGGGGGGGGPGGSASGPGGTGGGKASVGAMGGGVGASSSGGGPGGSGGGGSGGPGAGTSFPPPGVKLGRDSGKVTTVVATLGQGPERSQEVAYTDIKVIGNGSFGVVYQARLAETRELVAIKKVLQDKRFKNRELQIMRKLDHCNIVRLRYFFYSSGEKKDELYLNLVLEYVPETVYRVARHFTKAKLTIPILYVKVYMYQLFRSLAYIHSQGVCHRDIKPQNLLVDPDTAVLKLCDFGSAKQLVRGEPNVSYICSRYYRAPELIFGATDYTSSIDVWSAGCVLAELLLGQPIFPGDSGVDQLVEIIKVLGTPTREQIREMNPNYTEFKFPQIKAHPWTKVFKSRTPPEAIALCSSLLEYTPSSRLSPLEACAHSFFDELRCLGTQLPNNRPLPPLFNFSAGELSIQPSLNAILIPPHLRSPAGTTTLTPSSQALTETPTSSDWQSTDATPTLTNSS
HSP90 refold inh: HSP90 refolding inhibition in rabbit reticulocyte lysate. inhibition, % at 5.6 µM. 0.91% of 290,000 active. luciferase refolding luminescence, 3 h;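 active = inhibition above the screen-wide mean plus 3 SD, computed separately per campaign, cut at about 16% in these data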;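 note: 0% = DMSO wells and 100% = 60 µM geldanamycin wells; inhibitors lower the luminescence because luciferase stays unfolded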
Starred values were filed as active, the others as inactive; i = inactive; x = not tested or not shown. Some of the compounds tested; count on the stated rates, not on these rows.

SMILES	aSyn 5UTR inh	PolyA inh	IEC-6 tox	KLF5 inhibitor	GSK3beta inhib	HSF-1 act	HSF1 inhib	AI-2 QS mod	GSK3A inh	HSP90 refold inh
CCC(=O)NC(=S)Nc1cccc(-c2nc3ncccc3o2)c1	24	i	0	4	-5	7	-3	18	3	3
CC(NC(=O)C1CCC(CNC(=O)[C@@H]2Cc3ccccc3CN2)CC1)c1ccccc1 (stereo partly specified)	-3	i	0	-18	2	-9	-2	26	-3	0
Cc1noc(N)c1C(=O)Nc1ccc(C(C)(C)C)cc1	-106	i	12	-64	-2	10	24	11	-4	3
CCc1ccc(OCC(O)CN2CCN(c3ccc(OC)cc3)CC2)cc1 (stereo unspecified)	17	i	4	6	1	-15	-4	-12	0	2
COc1ccc(CC(=O)Nc2nn(C)c3nc4c(C)cccc4cc23)cc1	23	i	2	2	6	22	3	15	-4	1
Nc1c(NC2CCCCC2)c2ccccc2oc1=O	6	i	0	1	3	-5	2	10	-2	0
CC(C)[C@H](NC(N)=O)C(=O)Nc1cccc([N+](=O)[O-])c1	4	i	-2	7	2	15	-4	1	-2	1
NNC(=O)Cn1c(-c2ccccc2)cc(=O)n2ncnc12	12	i	0	5	0	2	4	20	-1	-1
Cc1ccc(C)c(NC(=O)Cc2nc(CNCC(C)C)cs2)c1	-30	i	8	-8	-3	-9	-2	-3	-1	2
COc1cc([N+](=O)[O-])ccc1-c1ccc(C(=O)Nc2ccc(NC(C)=O)cc2)o1	-21	i	-5	18	3	9	1	25	-3	5
O=C(CCc1ccccc1)NCCC1=CCCCC1	-32	i	0	-44	-1	26	5	-25	-3	-1
CC1(C)Cc2c(C#N)c(NCCN3CCOCC3)nc(-c3ccco3)c2CO1	16	i	1	-17	1	7	7	15	-2	0

Already shown: an excerpt of the list.
SMILES	aSyn 5UTR inh	PolyA inh	IEC-6 tox	KLF5 inhibitor	GSK3beta inhib	HSF-1 act	HSF1 inhib	AI-2 QS mod	GSK3A inh	HSP90 refold inh
O=C(CCc1ccccc1)NCCC1=CCCCC1	-32	i	0	-44	-1	26	5	-25	-3	-1
CC1(C)Cc2c(C#N)c(NCCN3CCOCC3)nc(-c3ccco3)c2CO1	16	i	1	-17	1	7	7	15	-2	0

Among those listed so far, these have a furan ring, fused or not.
SMILES	aSyn 5UTR inh	PolyA inh	IEC-6 tox	KLF5 inhibitor	GSK3beta inhib	HSF-1 act	HSF1 inhib	AI-2 QS mod	GSK3A inh	HSP90 refold inh
COc1cc([N+](=O)[O-])ccc1-c1ccc(C(=O)Nc2ccc(NC(C)=O)cc2)o1	-21	i	-5	18	3	9	1	25	-3	5
CC1(C)Cc2c(C#N)c(NCCN3CCOCC3)nc(-c3ccco3)c2CO1	16	i	1	-17	1	7	7	15	-2	0

Other records
SMILES	aSyn 5UTR inh	PolyA inh	IEC-6 tox	KLF5 inhibitor	GSK3beta inhib	HSF-1 act	HSF1 inhib	AI-2 QS mod	GSK3A inh	HSP90 refold inh
Cc1ccc(S(=O)(=O)NCCNc2ccc([N+](=O)[O-])cc2C(F)(F)F)cc1	-4	i	-3	6	2	11	-2	17	3	4
O=C(Nc1ccc(Oc2ccccc2)nc1)C1CCN(Cc2ccccc2)CC1	10	x	4	-28	3	13	-3	25	8	-4
CCc1ccc(-n2c(SCc3c(C)noc3C)nnc2-c2ccncc2)cc1	5	i	2	-14	-3	19	6	10	-3	6
O=C(NCc1ccco1)c1ccc(CS(=O)(=O)Cc2ccc(Cl)cc2)o1	-4	i	-3	-22	3	0	-2	11	2	-2
Cc1c2cnn(CC(=O)N3CCN(c4ncccn4)CC3)c(=O)c2c(C)n1Cc1ccc(F)cc1	25	i	-3	-22	2	-9	-1	14	-6	2
CC/C(=N\NC(=O)c1ccc(N(C)C)cc1)c1ccccc1	-72	i	0	-37	1	17	3	15	x	-1
O=C(c1ccc(Cl)c(Cl)c1)N1CCC(=O)N(C(COCc2ccccc2)Cc2ccccc2)CC1 (stereo unspecified)	23	i	-1	0	4	1	12	17	0	-1
O=C(CCN1C(=O)/C(=C/c2ccccc2Cl)SC1=S)NN1CCOCC1	-17	i	-2	-20	1	27	1	19	1	-2
O=C(CN(Cc1ccccc1)C(=O)CNS(=O)(=O)c1ccc(F)cc1)NCC1CCCO1 (stereo unspecified)	9	i	-5	-96	2	9	5	11	-1	2
COc1ccc(S(=O)(=O)N2CCc3ccccc32)cc1[N+](=O)[O-]	18	i	-1	1	1	17	3	4	0	-3
CC1=C(C(N)=O)C(c2cccs2)NC(=S)N1 (stereo unspecified)	22	i	2	7	0	7	-2	11	1	0
Cc1ccccc1C(=O)/C=C1/SCC(=O)N1C	16	i	-1	-15	-1	-3	-9	1	-3	1
O=C(CN(Cc1ccccc1)C(=O)CNS(=O)(=O)c1ccc(Cl)cc1)NCC1CCCO1 (stereo unspecified)	9	i	2	-17	0	11	8	16	-1	-2
COc1ccccc1OCC(=O)Nc1ccc(S(=O)(=O)Nc2cc(C)on2)cc1	0	i	6	8	-3	-6	1	16	-5	1
COc1ccc(NC(=O)CSc2nnc(-c3cccs3)n2-c2ccccc2)cc1	-26	i	-1	0	2	31	-2	20	0	0
O=C(NCC1CCCO1)C(=O)N/N=C/c1ccc(OCc2ccccc2Cl)cc1 (stereo unspecified)	-106	i	x	x	3	16	1	15	2	x
Cc1cc[n+](-c2ccccc2)c2ccccc12	-39	i	4	-6	1	-3	1	6	0	5
O=C(O)C1C2C=CC(C2)C1C(=O)Nc1cccc(C(F)(F)F)c1 (stereo unspecified)	-12	i	-8	-46	2	-9	0	39	-3	-3
CCc1ccc(NC(=O)Cn2nnc(C(=O)NCCc3ccc(OC)c(OC)c3)c2N)cc1	29	i	0	-23	0	6	-1	21	-14	-2
CN1CCN(CCc2nc3cc(NC(=O)COc4ccc(Cl)cc4)ccc3n2C)CC1	16	i	8	-14	-2	16	8	-4	6	3
COc1ccc(C2CC(=O)C3=C(C2)Nc2ccccc2NC3c2coc3ccccc3c2=O)cc1OC (stereo unspecified)	x	x	-3	-10	x	x	x	x	-1	4
CN(CC(=O)Nc1ccccc1Br)CC(=O)Nc1ccccc1C(F)(F)F	0	i	2	-20	2	-7	-2	9	-2	-1
S=C(Nc1ccc(Cl)c(Cl)c1)NC1CCCCC1	-75	i	6	-20	-1	30	9	24	-7	0
O=C1OC/C(=C(/O)c2ccc(Cl)cc2)C1=O	5	i	9	-5	0	-2	-5	15	-3	-1
CCc1ccc2[nH]c(=O)c(C(c3nnnn3CCOC)N3CCN(c4ccc(F)cc4)CC3)cc2c1 (stereo unspecified)	14	i	4	-1	1	10	10	13	1	-1
CCC(C)(C)n1nnnc1CN1CCN(c2ccc(OC)cc2)CC1	4	i	-1	-16	-1	24	2	6	1	0
CCOc1ccc(S(=O)(=O)Nc2cc(C)ccn2)c2ccccc12	16	i	3	-6	3	5	0	20	-1	-2
COc1ccc([C@H]2/C=C\CN(C(=O)[C@H](Cc3ccccc3)NC(=O)OCC3c4ccccc4-c4ccccc43)CC(=O)N2Cc2ccc(F)cc2)cc1	3	i	x	x	-7	x	0	13	3	x
CCCOP(=O)(c1ccc(N(C)C)cc1)C(O)c1ccccc1OC (stereo unspecified)	11	i	7	-41	6	7	2	4	-2	2
CCN(CC)C(=O)Cn1cc(C(=O)C2CC2)c2ccccc21	-14	i	4	-21	1	24	7	15	-1	-1
Cc1ccc(Cl)cc1-n1c(=O)cc(N2CC(C)OC(C)C2)[nH]c1=O (stereo unspecified)	2	i	0	-44	1	-6	2	25	2	2
CN(C)C(=O)c1ccccc1Sc1ccc(Cl)cc1Cl	-8	i	-2	-33	-1	-10	7	19	0	10
CC(C)(CO)CNC(=O)CC1C(=O)NCCN1CC(c1ccccc1)c1ccccc1 (stereo unspecified)	-8	i	3	-2	4	-6	-4	7	1	1
O=C(CCNC(=O)C1CCN(S(=O)(=O)c2ccccc2)CC1)NCCc1cccc(F)c1	-20	i	11	-3	1	0	5	11	-1	-1
CC(C)c1nc(NCCN2CCOCC2)c(C#N)c2c1COC(C)(C)C2	25	i	-1	-8	-1	-2	-3	11	0	-4
CCc1nn(C(CC)C(=O)NCc2cccc(OC)c2)c(=O)c2cc3occc3n12 (stereo unspecified)	5	i	-3	-24	3	7	-1	4	-3	-4
COc1ccc(N=Nc2ccc(O)c3ncccc23)cc1	44	i	10	-13	-17	-28	-26	-6	0	0
CCOCCCNC(=O)c1ccccc1SC	8	i	-2	-18	1	25	5	5	3	0
CNc1ccc(Oc2nc([N+](=O)[O-])nn2C)cc1	-5	i	-5	-6	-1	-1	-12	34	-1	-2
CCOC(=O)CSc1cc(CS(C)(=O)=O)nc(-c2ccccn2)n1	8	i	1	-16	3	-70	-61*	10	0	2
CCOC(=O)c1c(NCCN(C)C)c2ccccc2[nH]c1=O	-12	x	-4	-28	2	16	-6	8	3	4
O=C(Nc1cccc(O)c1)C1CCCN1C(=O)OCc1ccccc1 (stereo unspecified)	8	i	0	4	-5	-22	-8	-6	x	-1
CCOC(=O)CCn1c2nc(C)cc(C)c2c(=O)n1-c1ccccc1	-3	i	-6	-8	1	5	-7	7	1	-2
CCc1nc(SCC(=O)Nc2c(C)n(C)n(-c3ccccc3)c2=O)n[nH]1	x	x	0	-1	-4	x	x	22	-2	-2
CC(C)(C)N1CC23C=CC(C[C@@H]2C1=O)O3 (stereo partly specified)	-2	i	x	x	-3	6	-2	39	-7	x
CC(C)c1ccc(/C=N/n2c(COc3ccccc3)n[nH]c2=S)cc1	41	i	-8	-18	-3	-1	-5	14	2	1
CCC1(CC)C(=O)NC(=O)NC1=NCCc1ccc(O)cc1	7	i	-2	-8	3	-18	-7	12	0	0
CCOc1ccc(C2CC(c3ccc(F)cc3)Nc3nc(N)nn32)cc1 (stereo unspecified)	-4	i	5	-1	-3	15	-9	23	x	3
CN(CCCS(=O)(=O)[O-])c1ccc(/C=C/c2ccc3ccccc3[n+]2C)cc1	17	i	12	-23	3	-1	-13	9	2	5
COc1ccc(CCNC(=O)COC(=O)/C=C/c2ccc(OCC#N)c(OC)c2)cc1	28	i	-2	-23	0	x	x	22	-3	1
O=S(=O)(c1ccc(F)c(F)c1)N1CCN(Cc2ccc3c(c2)OCO3)CC1	-10	i	-3	4	1	30	6	23	-3	1
CC(C)Oc1ccc(C(=O)NC2=NCCS2)cc1	-20	i	-9	-113	-1	33	1	22	2	8
Cc1cc(C)n(CNc2nc(C(F)(F)F)cs2)n1	3	i	2	-12	-3	-7	0	38	-2	4
CN1CCN(NC(=O)c2cccs2)CC1	1	i	-3	-53	3	-5	-1	20	-1	-1
CCOCCOC(=O)c1cccc2c1-c1ccccc1C2=O	-13	i	1	-2	0	-25	-8	8	1	4
Cc1ccccc1N(CC(=O)N/N=C/c1ccccc1Cl)C(=O)c1ccccc1	6	i	-3	-20	-1	8	-3	13	0	3
COc1ccc(N(CC(=O)N2CCc3ccccc3C2)S(=O)(=O)c2c(C)[nH]c(=O)[nH]c2=O)cc1	-2	i	4	-10	-1	6	4	2	-2	-1
COc1ccc(S(=O)(=O)N2CCc3ccccc32)cc1C(=O)NCCc1ccccn1	11	i	-3	0	4	-3	-2	33	-2	-2
